RTF Ca sens act: cardiac RTF calcium sensitivity activators, primary screen, biochemical, IANBD-TnC fluorescence, EC20 calcium | 0.24% of 340,000 active | AID 493008, 2010 | IANBD-labeled TnC RTF fluorescence at EC20 calcium; 0% EC20 calcium, 100% full calcium | activation, % at 7.2 µM;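 active = activation above the mean over all tested compounds plus 3 SD, cut at about 30% in these data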;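 also: rise in fluorescence read as greater calcium sensitivity of cardiac thin filaments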
Tat export inh: E. coli Tat export inhibitors, primary screen, MC4100, TorA-mCherry reporter, fluorescence, single point | inhibition, % at 10 µM | 0.036% of 340,000 active | AID 488895, 2010;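 active = mean replicate inhibition at least 50% and at least half of replicates individually reaching 50%; inconclusive = only one of the two criteria met; inactive = neither criterion met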;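 also: exported cargo escapes ClpAP degradation while cytoplasmic cargo is degraded and loses fluorescence; 0% = median of neutral control wells and 100% = median of NaSCN control wells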
Wnt act: Wnt/beta-catenin pathway activators, primary screen, cell-based, plate reader, single point | activation, % at 9.35 µM | AID 743398, 2014 | Wnt/beta-catenin reporter cell assay, activator | 1.2% of 300,000 active; in the data active = activation above about 30%, passing the limit was not always enough; inconclusive = no clear call, values can overlap the other calls;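 also: 0% = neutral control wells and 100% = positive control wells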
Rtt109 Vps75: inhibitors of C. albicans Rtt109/Vps75 HAT, primary screen, biochemical, ThioGlo CoA-SH fluorescence, plate reader. purified Rtt109/Vps75, 4 h. inhibition, % at 34.9 µM. 0.16% of 330,000 active. AID 540336, 2011;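 active = inhibition of at least 50% in every replicate; inconclusive = best replicate reaches 50% inhibition but some replicates fall short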
Target sequence (Q5AAJ8 whole entry, looked up): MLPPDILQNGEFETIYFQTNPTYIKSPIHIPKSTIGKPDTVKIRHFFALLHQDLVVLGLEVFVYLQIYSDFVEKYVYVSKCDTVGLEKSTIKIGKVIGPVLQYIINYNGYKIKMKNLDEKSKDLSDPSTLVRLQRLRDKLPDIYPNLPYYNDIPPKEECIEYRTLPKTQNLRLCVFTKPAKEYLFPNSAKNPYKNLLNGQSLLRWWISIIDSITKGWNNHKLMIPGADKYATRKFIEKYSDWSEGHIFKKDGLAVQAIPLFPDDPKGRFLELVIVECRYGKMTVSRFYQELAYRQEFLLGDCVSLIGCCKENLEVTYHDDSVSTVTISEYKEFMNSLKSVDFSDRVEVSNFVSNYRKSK
MITF act: activators of MITF-driven TRPM1 promoter reporter, primary screen, cell-based, SK-MEL-5, luciferase, single point. SK-MEL-5 TRPM1-promoter luciferase, 24 h; % of positive control, neutral wells = 0. activation, % at 12.5 µM. 0.75% of 300,000 active. AID 588334, 2011;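 active = mean activation of at least 80% with every replicate also reaching 80%; inconclusive = mean reaches 80% but some replicate falls short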;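 also: 0% = neutral control wells and 100% = parthenolide positive control wells; values of inactives mirror those of a sister screen read the other way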
CDK5 inh: inhibitors of human CDK5/p35 kinase, primary screen, biochemical, single concentration. Cyclin-dependent kinase 5 (Homo sapiens) + Cyclin-dependent kinase 5 activator 1 (Homo …. Recombinant CDK5/p35, ADP-Glo luminescence, 60 min. inhibition, % at 10 µM. 0.01% of 330,000 active. AID 488839, 2010;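 active = highest replicate inhibition of at least 50% and at least 75% of replicates reaching 50%; inconclusive = only one of the two criteria met; inactive = both criteria failed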;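 also: plate controls were DMSO neutral control for no effect and GW8510 at 10 µM for full effect; many of its hits are not listed in these tables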
dFosB act: activators of delta FosB homodimer, primary screen, biochemical, fluorescence polarization, TAMRA-CDK5 oligo, single point. Protein FosB (Mus musculus), P13346. purified delta FosB; percent of positive-control signal above neutral wells. activation, % at 25 µM. 0.99% of 340,000 active;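 active = mean activation above about 17%, with every replicate also reaching it, limit read from the data, passing the limit was not always enough; inconclusive = only one of the two conditions met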;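 also: fluorescence polarization rise as delta FosB binds a TAMRA Cdk5 AP-1 oligo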
Target sequence (P13346 whole entry, looked up): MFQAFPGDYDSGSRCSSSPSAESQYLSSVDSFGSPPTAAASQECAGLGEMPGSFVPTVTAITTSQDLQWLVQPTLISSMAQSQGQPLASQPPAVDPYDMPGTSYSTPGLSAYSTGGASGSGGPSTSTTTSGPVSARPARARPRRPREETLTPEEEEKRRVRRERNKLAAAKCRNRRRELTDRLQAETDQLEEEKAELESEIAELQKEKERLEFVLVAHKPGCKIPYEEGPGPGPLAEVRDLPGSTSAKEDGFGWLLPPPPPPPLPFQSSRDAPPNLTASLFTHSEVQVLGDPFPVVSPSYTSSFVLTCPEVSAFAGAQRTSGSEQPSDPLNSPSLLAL
CAL PDZ FP-1: CAL PDZ peptide-binding inhibitors, primary screen, biochemical, fluorescence polarization, Cer-tagged CAL PDZ, HTS. Golgi-associated PDZ and coiled-coil motif-containing protein (Homo sapiens), Q9HD26. purified CAL PDZ, TMR-peptide fluorescence polarization, 1 h. inhibition, % at 20 µM. 0.02% of 330,000 active. AID 504414, 2011;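 active = highest replicate inhibition of at least 40%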;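 also: plate controls were DMSO neutral control wells for no effect and unlabeled competitor peptide control wells for full effect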
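Material: tagged CAL PDZ protein CerCALP, purified; buffer or medium: sodium phosphate/NaCl buffer pH 7.4 with TCEP, IgG, Thesit; also added: fluorescent TMR peptide probe; schedule: 1 h incubation at room temperature before polarization reading; technique: fluorescence polarization from S- and P-plane intensities, G-factor corrected; control set: unlabelled peptide and DMSO controls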
V-ATPase pH: regulators of yeast V-ATPase proton pumping, primary screen, pHLuorin cytosolic pH fluorescence | AID 504577, 2011 | response, % at 10 µM | S. cerevisiae | 0.37% of 350,000 active; in the data active = response mostly above about 7.3%, no sharp cut-off; inactive = mostly below about 5.4%; also: actives read high; inactives centre near 0; some compounds called inactive have numbers as strong as hits
CAL PDZ FP-2: untagged CAL PDZ binding inhibitors, primary screen, biochemical, fluorescence polarization, HTS; Golgi-associated PDZ and coiled-coil motif-containing protein (Homo sapiens), Q9HD26; purified CAL PDZ, TMR-peptide fluorescence polarization, 1 h; inhibition, % at 24.9 µM; 0.92% of 300,000 active; AID 602252, 2012;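 active = mean inhibition of at least 30% with at least half of replicates also reaching 30%; inconclusive = no clear call, values can overlap the other calls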;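 also: 0% = DMSO neutral control and 100% = excess unlabeled competitor peptide PRC23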
Starred values were filed as active, the others as inactive; ? = inconclusive; nt = not tested or not shown.

cpd	smiles	RTF Ca sens act	Tat export inh	Wnt act	Rtt109 Vps75	MITF act
1	O=C(Nc1ccc(Cl)cn1)C1CCCN(c2ncnc3c2nc2n3CCCCC2)C1 (stereo not given)	0	-4	0	0	-2
2	CC(=O)c1cc2c(cc1NC(=O)c1ccc(-n3nc(C)cc3C)cc1)OCO2	-4	-2	-6	-9	-14
3	O=[N+]([O-])c1ccc(Nc2ccc(F)cc2)cc1	-3	-1	-1	1	nt
4	Cc1c(NC(=O)C(C)n2cc([N+](=O)[O-])cn2)c(=O)n(-c2ccccc2)n1C (stereo not given)	1	1	2	-19	1
5	Cc1ccc(NC2=CC(=O)CCC2)cc1C	3	-14	5	-49	nt
6	COc1ccc(CCC(=O)Nc2ccc(Cl)c(S(=O)(=O)N3CCCC3)c2)cc1	-1	7	-3	-7	-16
7	CNC(C)C#Cc1c(-c2cc(OC)c(OC)c(OC)c2)noc1C (stereo not given)	-10	9	-3	4	-15
8	COc1ccc(OC)c(NC(=O)CSc2nnc(CNC(=O)c3cccs3)o2)c1	-6	5	0	0	5
9	COC(=O)CCCC(=O)N1CCCC(CNS(=O)(=O)c2ccc(OC)cc2)C1 (stereo not given)	3	10	-1	-2	-15
10	NNC(=O)c1ccc(Cn2cc(Br)cn2)cc1	-2	-6	nt	2	1

cpd	CDK5 inh	dFosB act	CAL PDZ FP-1	V-ATPase pH	CAL PDZ FP-2
1	-1.5	-24	-2.6	3	3
2	0.0	-1	-1.7	-3	3
3	-0.1	3	0.4	2	-7
4	-0.1	10	1.1	-3	-1
5	-0.6	-5	-0.7	-3	-2
6	-1.2	-11	-2.2	-5	-1
7	-1.1	-6	-0.5	3	-1
8	-1.1	0	-1.2	5	-8
9	0.0	-7	-0.5	3	2
10	-1.3	-2	-2.9	-1	-2

(listing goes on)
cpd	smiles	RTF Ca sens act	Tat export inh	Wnt act	Rtt109 Vps75	MITF act
11	CCn1c(=O)c(=O)n(CC)c2cc(S(=O)(=O)Nc3ccc(C)cc3)ccc21	-2	-8	4	-11	-1
12	COc1cc(/C=N/NC(=O)CC#N)cc(Br)c1O	2	-2	-1	-3	-9
13	CC(NC(=O)c1ccc(Cl)cc1)c1nnc(SCc2ccc([N+](=O)[O-])cc2)n1C (stereo not given)	0	-12	-1	-19	5
14	Cc1cc(C)c(CN2CCC(N3CCC(C(=O)NCC4CCCO4)CC3)CC2)cc1C (stereo not given)	1	-2	0	1	17
15	Cc1cc(N/N=C/c2ccccc2O)nc(N2CCOCC2)n1	-2	11	-2	-8	53
16	Cc1ccc(S(=O)(=O)N2CCCCC2)cc1NC(=O)c1ccccn1	-4	2	-7	-4	-3
17	Nc1nnc(SCC(=O)N2CCc3ccccc32)n1-c1ccccc1	9	1	nt	-3	nt
18	CC(=O)CSc1nnc(-c2cnccn2)n1-c1ccccc1	-2	3	-4	-1	20
19	NC(=O)Nc1ccc(C(=O)N2CCN(S(=O)(=O)Cc3ccccc3)CC2)cc1	-1	6	-4	0	9
20	CCc1nnc(NC(=O)C2CCC(CNc3c(N4CCC(C)CC4)c(=O)c3=O)CC2)s1 (stereo not given)	0	1	-2	-2	11

cpd	CDK5 inh	dFosB act	CAL PDZ FP-1	V-ATPase pH	CAL PDZ FP-2
11	-0.7	-2	-0.1	2	0
12	1.1	-2	0.2	0	0
13	0.4	0	-1.8	0	nt
14	nt	-8	-1.9	3	-1
15	0.5	-12	-1.2	3	-4
16	0.1	-2	-1.9	-1	-1
17	-0.4	-4	0.1	1	0
18	0.6	-2	-0.5	2	0
19	-0.3	-5	0.2	-2	1
20	-1.6	-4	0.1	-2	-4

Continuation.
cpd	smiles	RTF Ca sens act	Tat export inh	Wnt act	Rtt109 Vps75	MITF act
21	C[C@H](CO)N1C[C@H](C)[C@@H](CN(C)S(C)(=O)=O)Oc2c(NC(=O)Nc3ccc4c(c3)OCO4)cccc2C1=O	-3	3	-2	-4	7
22	CCCCNc1c(-c2ccc(OC)c(Sc3ccc(OC)cc3)c2)nc2ccccn12	10	8	nt	11	-13
23	O=C(CCN1C(=O)/C(=C\c2ccc(F)cc2)SC1=S)Nc1ccccc1	3	5	0	-11	8
24	CCCCC(=O)NC(=S)Nc1ccc(S(=O)(=O)N2CCCC2)cc1	2	-7	nt	0	17
25	COC(=O)c1cc(S(=O)(=O)N2CCCC2=O)c(Cl)cc1Cl	-6	-1	-3	-7	nt
26	Cc1ccc(-c2nnn(CC(=O)N(CCN3CCOCC3)C(C(=O)NC3CCCC3)c3ccncc3)n2)o1 (stereo not given)	4	1	0	0	2
27	O=C(O)CSc1ncccn1	-2	5	5	-10	6
28	Nc1cc(=O)[nH]c(SCC(=O)N2N=C(c3ccc(Cl)cc3)CC2c2ccco2)n1 (stereo not given)	-6	-3	nt	nt	7
29	CC1(c2nnc(Cc3ccccc3)o2)CC(c2ccccc2Br)=NO1 (stereo not given)	-4	5	-1	9	-9
30	CCN1CCN(c2ccc(S(=O)(=O)N3CCCCC3)cc2NC(=O)CC(C)c2ccccc2)CC1 (stereo not given)	-7	4	-5	21	9

cpd	CDK5 inh	dFosB act	CAL PDZ FP-1	V-ATPase pH	CAL PDZ FP-2
21	3.8	3	0.4	-1	0
22	0.1	5	0.6	-1	-2
23	-7.8	-2	-0.8	5	-2
24	-1.2	-9	-2.4	2	-2
25	1.5	3	-1.3	-1	-7
26	0.5	-9	-0.8	-6	5
27	-0.5	4	-0.9	1	nt
28	-2.9	-18	-3.8	6	0
29	-0.1	0	0.2	1	-1
30	1.2	?	-1.5	2	9

Some of the entries so far, with bars between the fields.
entry | SMILES | RTF Ca sens act | Tat export inh | Wnt act | Rtt109 Vps75 | MITF act | CDK5 inh | dFosB act | CAL PDZ FP-1 | V-ATPase pH | CAL PDZ FP-2
27 | O=C(O)CSc1ncccn1 | -2 | 5 | 5 | -10 | 6 | -0.5 | 4 | -0.9 | 1 | nt
23 | O=C(CCN1C(=O)/C(=C\c2ccc(F)cc2)SC1=S)Nc1ccccc1 | 3 | 5 | 0 | -11 | 8 | -7.8 | -2 | -0.8 | 5 | -2
29 | CC1(c2nnc(Cc3ccccc3)o2)CC(c2ccccc2Br)=NO1 (stereo not given) | -4 | 5 | -1 | 9 | -9 | -0.1 | 0 | 0.2 | 1 | -1

Continuation:
cpd	smiles	RTF Ca sens act	Tat export inh	Wnt act	Rtt109 Vps75	MITF act
31	O=C(CCC1CCCC1)Nc1ccc(Br)cn1	6	12	nt	2	?
32	CN(C)C(=O)c1ccc(NC(=O)COC(=O)C2CCN(S(=O)(=O)c3ccc4c(c3)OCCO4)CC2)cc1	3	-4	0	-5	-1
33	C#CCOCCOCCOCCNc1nc(N2CCN(C(=O)Cn3cc(CCCCN)nn3)CC2)nc(N2CCN(C(=O)[C@H](C)n3cc(CCC(=O)O)nn3)CC2)n1	-1	0	-3	3	8
34	COc1ccc(NC(=O)COC(=O)c2ccc(C)c(S(=O)(=O)N3CCCCC3)c2)cc1	-1	0	-4	-6	-3
35	CN1CCN(C(=O)c2ccc3c(c2)NC(=O)/C(=C/c2ccccc2)S3)CC1	-4	5	4	10	3
36	Cc1ccc(S(=O)(=O)N2CCN(Cc3cc(=O)n4ccccc4n3)CC2)c(C)c1	-3	4	-3	-4	-1
37	O=C(/C=C/c1ccc2ccccc2n1)c1cc(Br)ccc1O	7	1	-3	0	17
38	O=C(c1cc(C2CC2)nc2ccccc12)N1N=C(C(F)F)CC1(O)C(F)F (stereo not given)	2	10	-1	13	-13
39	CCOC(=O)c1cnc2ccc(C(=O)OC)cc2c1NCCCN1CCOCC1	-1	1	0	12	nt
40	CCOC(=O)C1=C(O)CSC1=Nc1ccc(C)cc1	1	-11	-3	nt	4

cpd	CDK5 inh	dFosB act	CAL PDZ FP-1	V-ATPase pH	CAL PDZ FP-2
31	1.0	-4	0.0	5	2
32	-0.5	2	0.3	2	3
33	0.5	-11	0.3	2	-6
34	0.9	-10	-1.2	0	-1
35	27	2	-2.3	0	-4
36	-3.5	-13	-0.9	-1	nt
37	-1.8	-11	-2.5	3	-2
38	0.1	2	-0.6	2	nt
39	1.9	-11	-2.2	-3	-6
40	-0.8	-7	-0.5	3	-4

Additional results.
cpd	smiles	RTF Ca sens act	Tat export inh	Wnt act	Rtt109 Vps75	MITF act
41	CC1(C)CC(O)(CNCc2ccc3c(c2)OCO3)CCO1 (stereo not given)	1	-8	2	2	2
42	COc1ccc(CCn2c(NN)nc3c2c(=O)[nH]c(=O)n3C)cc1	3	-1	3	1	nt
43	CC1CC(C)CN(CCCNS(=O)(=O)c2cc(Br)cc3c2N(C(=O)C2CC2)CC3)C1 (stereo not given)	1	-3	-1	7	0
44	CN(C(=O)CSc1nccc(=O)[nH]1)C1CCCCC1	0	-8	1	3	4
45	CC(=O)c1c(C)n(-c2ccc(N(C)C)cc2)c2ccc(OCC(N)=O)cc12	-3	-3	-1	9	-13

cpd	CDK5 inh	dFosB act	CAL PDZ FP-1	V-ATPase pH	CAL PDZ FP-2
41	0.0	6	0.4	1	0
42	2.1	-15	0.6	3	0
43	-0.6	-13	-0.2	2	1
44	-0.7	-6	-0.2	-2	nt
45	-0.1	-13	-0.5	-1	2

High-throughput results from PubChem BioAssay.
